TSG101-PTAP inh = blocks PTAP/TSG101 interaction to inhibit HIV-1 budding; Q99816; Fluorescence polarization, FITC-PTAP peptide / Tsg101 binding; Potency, µM (highest dose often 115 µM), for the others: top-dose activity change, negative = inhibition, hits mostly inhibitors; 340,000 tested, under 10 active; AID 493005; active = well fitted inhibition curve with a large enough effect in the main read-out, with a control signal flat, not every such curve was filed as active; inconclusive = small, poorly fitted or top-dose-only effect, or effect the other way, or a change in a side signal; inactive = no such curve, though single readings can be large or run the other way; also: potency is read from the fitted curve at half-maximal effect; % of control where 0% means no effect
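Tsg101 binding domain (10 uM final) was mixed with compound and a FITC-labeled PTAP peptide (50 nM final) in HEPES pH 7.5 buffer with NaCl, Tween 20, EDTA and TCEP; fluorescence polarization was read after 20 min at r.t.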
S-ASM inh = human S-ASM enzyme inhibition | placental ASM, HMU-PC fluorogenic substrate, 60 min | Potency, µM (titrated, usually from 57.5 µM), for inactives: at the highest dose activity change, negative = inhibition, most hits filed as inhibitors | actives 0.006% (n = 340,000) | AID 504937; also: potency is read from the fitted curve at half-maximal effect
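qHTS format. ASM enzyme prepared from human placenta hydrolyses the fluorogenic substrate HMU-PC0 (9 uM final) over 60 min at 37 °C after a 10 min compound preincubation.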
a7 integrin act = activates integrin-mediated alleviation for muscular dystrophy. alpha7betagal myoblasts, beta-gal FDG fluorescence, 48 h. actives 0.064% (n = 350,000). AID 624291. Potency, µM (series often up to 38.3 µM), for inactives: at the highest dose activation, hits mostly activators;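 also: potency is read from the fitted curve at half-maximal effect; 100% = response of the positive control SU9516; nearly all actives have a fitted effect of over 60% in size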
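alpha7betagal+/- myoblasts (passage 13, 250/well) treated 48 h at 37C with compounds at 1:260 dilution of DMSO stock. Lysed, then beta-galactosidase activity read as FDG fluorescence (ex 480/em 540) after 30 min, with pre-read for autofluorescence.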
Menin MLL FP TR = displaces Texas Red mutant MLL peptide from human menin; O00255; Menin + Texas Red MLL mutant peptide, fluorescence polarization; AID 1768; Potency, µM (titrated, usually from 61.6 µM), for the others: at the top dose FP activity change, negative = inhibition, usual class: inhibitors; actives 0.23% (n = 270,000); active = well fitted inhibition curve with a large enough effect in the polarisation, with a control signal flat, not every such curve was filed as active; inconclusive = small, poorly fitted or top-dose-only effect, or effect the other way, or a change in a side signal; inactive = no such curve, though single readings can be large or run the other way; the % refers to the polarisation; also: potency is read from the fitted curve at half-maximal effect; % of control where 0% means no effect; many of its hits are not listed in these tables
TCR activator = T cell receptor activation. primary human leukocytes, anti-CD3, IL-2 HTRF, 48 h. Potency, µM (highest dose often 9.22 µM), for the others: at the highest dose activation of IL-2 secretion, hits mostly activators. 330,000 tested, under 10 active. AID 504894; also: % of control where 0% means no effect
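TCR engagement came from a-CD3 beads alone, with compounds added to primary human leukocytes for 48 hr. Secreted IL-2 bridged europium cryptate- and d2-labelled anti-IL-2 antibodies, giving FRET emission at 665nm after 320nm excitation.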
Mito fusion act = inhibitors of mitochondrial division or activators of mitochondrial fusion; S. cerevisiae fusion-defective mutant growth rescue, CellTiterGlo 48 h; Potency, µM (series often up to 46.1 µM), inactives show top-dose growth rescue (activation), usual class: activators; actives 0.23% (n = 320,000);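 also: potency is read from the fitted curve at half-maximal effect; % of control where 0% means no effect; nearly all actives have a fitted effect of over 45% in size; temperature-sensitive fusion mutants such as fzo1-1 at 37 °C on non-fermentable ethanol glycerol medium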
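Luminescent cell viability in 1536-well qHTS format served as the measure of rescued growth in ts fusion-mutant S. cerevisiae cultured on non-fermentable YPEG for 48 hours at 37C.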
MBNL1-CUG inh = inhibitors of human MBNL1 binding to CUG repeat RNA; Q9NR56; TR-FRET MBNL1-His/biotin-(CUG)12 binding, 665/545 ratio; Potency, µM (doses to about 57.5 µM), inactives show top-dose activity change, negative = inhibition, usual class: inhibitors; actives 0.036% (n = 280,000); active = well fitted inhibition curve with a large enough effect in the signal ratio, with a control signal flat, not every such curve was filed as active; inconclusive = small, poorly fitted or top-dose-only effect, or effect the other way, or a change in a side signal; inactive = no such curve, though single readings can be large or run the other way; the % refers to the signal ratio; also: potency is read from the fitted curve at half-maximal effect; % is scaled to controls: 0 for no effect and ±100 for the full control effect
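Inhibition of protein-RNA binding appears as loss of TR-FRET between terbium anti-His antibody on MBNL1-His and streptavidin-XL665 on biotin-(CUG)12. Activity is normalized to buffer-only and uninhibited-complex controls.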
A-T KAP1 phos = candidate therapy for ataxia-telangiectasia; Potency, µM (series often up to 57.5 µM), without a hit: top-dose activation, actives largely listed as activators; actives 0.19% (n = 320,000); […] A-T fibroblasts, KAP-1 phosphorylation AlphaLISA; neocarzinostatin DNA damage 30 min before lysis; also: potency is read from the fitted curve at half-maximal effect; % of control where 0% means no effect; nearly all actives have a fitted effect of over 45% in size
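hTERT-immortalized A-T patient fibroblasts ([…]), 500 cells/well in OPTI-MEM, 1% FBS, got compounds for 60 min, then NCS for 30 min at 37C. Lysates were then assayed for phospho-KAP-1 by AlphaLISA (anti-pKAP1 donor, anti-KAP1 acceptor beads), 6 hr at 25C.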
TSHR antag = human thyrotropin receptor antagonism | activity change, negative = inhibition, % at 11.5 µM | TSHR-expressing cells, TSH-stimulated cAMP HTRF, 2 h; active compounds read low | AID 504810 | actives 0.2% (n = 330,000) | P16473;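 active = activity change below a set negative limit, meaning inhibition stronger than a set level, cut at about -70% in these data; inconclusive = activity change between two set negative limits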; also: % is scaled to controls: 0 for no effect and ±100 for the full control effect
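Cell-based HTRF cAMP assay; TSHR cells + compound, TSH EC80 (4nM final), 2 h, 37 deg C. Lysis with anti-cAMP cryptate and cAMP-d2, 30 min RT, read 665/620 nm.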
CXXC DNA block = MLL CXXC-DNA interaction inhibition | MLL-CXXC / FITC-HOXA9 DNA fluorescence polarization | Potency, µM (series often up to 115 µM), for the others: at the top dose activity change, negative = inhibition, hits mostly inhibitors | actives 0.037% (n = 290,000) | AID 2662; active = well fitted inhibition curve with a large enough effect in the polarisation, with a control signal flat, not every such curve was filed as active; inconclusive = small, poorly fitted or top-dose-only effect, or effect the other way, or a change in a side signal; inactive = no such curve, though single readings can be large or run the other way; the % refers to the polarisation; also: potency is read from the fitted curve at half-maximal effect
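Steps: dispense CXXC domain solution (7 uM) → pin compounds or unlabeled HOX-A9 DNA control → 5 min ambient → add FLSN-HOX-A9 solution (50 nM) → spin → 30 min ambient → fluorescence polarization. Tris pH 7.5/NaCl/DTT/BSA buffer.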
Active calls of the source: *; ? = inconclusive; . = not tested or not shown; [ ] = another dose, or the depositor's remark. Unless noted, calls follow the shape of the dose curve; as a rule, active = well fitted curve in the direction sought with a large enough effect; inconclusive = small, poorly fitted or top-dose-only effect, or another doubt; inactive = no such curve, though single readings can be large; an effect the other way counts as inactive or inconclusive. An excerpt (hit frequency here may not be typical).

SMILES	TSG101-PTAP inh	S-ASM inh	a7 integrin act	Menin MLL FP TR	TCR activator	Mito fusion act	MBNL1-CUG inh	A-T KAP1 phos	TSHR antag	CXXC DNA block
Cc1nc2scc(C)n2c(=O)c1S(=O)(=O)N1CCN(c2ccc([N+](=O)[O-])cc2)CC1	0%	-1%	-10%	-3%	1%	1%	7%	-1%	5	1%
COc1cc(NC(=S)NCc2ccc(S(N)(=O)=O)cc2)cc(OC)c1	-1%	8%	9%	2%	0%	-2%	-5%	-1%	-12	4%
COc1ccc([N+](=O)[O-])cc1Nc1ncnc2ccccc12	-13%	1%	?	6%	-5%	4%	7%	0%	1	-4%
O=C(C1CCCO1)N1CCN(Cc2nc3ccccc3c(=O)[nH]2)CC1 (stereo not drawn)	-4%	1%	-27%	-13%	-19%	6%	8%	-14%	6	-5%
c1ccc(-c2cn3c(n2)SCC3)cc1	0%	1%	10%	?	1%[46.1 µM]	10%	-13%	3%	-4	-10%
CC(=O)n1c2c(c3ccccc31)OC(N)=C(C#N)C2c1ccc(C(C)C)cc1 (stereo not drawn)	-1%	-6%	-18%	-1%	-14%	4%	17%	-1%	12	3%
COc1ccccc1NC(=O)CSc1nc2[nH]ncc2c(=O)[nH]1	-2%	5%	-14%	.	0%	-1%	.	4%	2	.
CCN(CCn1cccn1)Cc1c(C(=O)N2CCCCCCC2)nc2ccc(Cl)cn12	-4%	5%	20%	?	-5%	15%	2%	7%	-36	21%
O=C1NC(=S)SC1=C1CCCC1	-1%	-2%	3%	23%	2%	8%	0%	.	-3	28%
CCOC(=O)n1cc(C(=O)c2ccccc2O)cn1	-4%	2%	-14%	9%	5%	-3%	7%	2%	-6	4%
Nc1nonc1C(=O)NCCN=Cc1ccccc1O	2%	0%	5%	16%	2%	-1%	0%	4%	6	-7%
CCOc1ccc(Nc2cc(C)nc3ccc(C)cc23)cc1	1%	-2%	?	.	5%	.	.	.	.	.
CCOC(=O)C1CCCN(Cc2cc(=O)oc3cc(C)c(C)cc23)C1 (stereo not drawn)	1%	-4%	-5%	?	-1%	7%	.	5%	-2	-4%
O=S(=O)(CCNC1CC1)NC1CCCCC1	-3%	1%	4%	.	0%	.	.	.	.	.
C=CCOc1ccc2c(OC)c3ccoc3nc2c1OC	-4%	2%	-5%	-1%	-3%[46.1 µM]	12%	?	-4%	5	6%
COc1ccc(C)cc1NS(=O)(=O)c1ccc2c(c1)oc(=O)n2C	0%	4%	3%	0%	2%	2%	0%	-4%	7	12%
COc1cnc(-c2ccccc2)nc1Oc1cccc(C)c1	-5%	-16%	11%	25%	-1%	8%	6%	3%	7	10%
O=C1CCN(Cc2ccccc2)CCN1[C@H](CO)c1ccccc1	-4%	0%	3%	?	0%	0%	-11%	-3%	3	-2%
O=C(N/N=C/c1cccnc1)NC12CC3CC(CC(C3)C1)C2	3%	-3%	3%	.	4%	11%	.	15%	-4	-8%
COc1cccc2cc(-c3ccccc3)c(=O)oc12	-1%	-4%	11%	18%	0%	?	?	1%	-14	-1%
CCCCN(CC)S(=O)(=O)c1c(C)[nH]c(=O)[nH]c1=O	-1%	3%	-11%	-12%	.	2%	-11%	18%	-6	7%
Cc1cc(/C=N\O)c(C)n1-c1ccncc1	-4%	4%	-19%	.	7%	1%	-6%	0%	0	0%
CCCc1nnc(SCC(=O)N2CCOCC2)n1CCCOC	-9%	3%	11%	0%	-5%	1%	-16%	1%	7	-12%
OCCNCC(O)Cn1c2ccccc2c2ccccc21 (stereo not drawn)	0%	3%	?	1%	1%	-1%	-2%	-5%	1	-7%
O=C(NCC(c1ccco1)N1CCN(c2ccccc2F)CC1)C(=O)NC1CCCCC1 (stereo not drawn)	-4%	-4%	8%	.	.	5%	.	-9%	6	.

Rewritten with values under each structure: entries from further up.
Order of values: TSG101-PTAP inh	S-ASM inh	a7 integrin act	Menin MLL FP TR	TCR activator	Mito fusion act	MBNL1-CUG inh	A-T KAP1 phos	TSHR antag	CXXC DNA block
- Nc1nonc1C(=O)NCCN=Cc1ccccc1O
    2%	0%	5%	16%	2%	-1%	0%	4%	6	-7%
- Cc1nc2scc(C)n2c(=O)c1S(=O)(=O)N1CCN(c2ccc([N+](=O)[O-])cc2)CC1
    0%	-1%	-10%	-3%	1%	1%	7%	-1%	5	1%

Later entries.
SMILES	TSG101-PTAP inh	S-ASM inh	a7 integrin act	Menin MLL FP TR	TCR activator	Mito fusion act	MBNL1-CUG inh	A-T KAP1 phos	TSHR antag	CXXC DNA block
CCCn1c(SCCC(=O)O)nc2ccccc21	0%	4%	?	-3%	1%	-4%	-8%	1%	3	-7%
COc1ccc(C(C(=O)NCc2ccccc2)N(Cc2cccnc2)C(=O)c2snc(C(N)=O)c2N)cc1OC (stereo not drawn)	-3%	110%[activator]	0%	.	13%	2%	?	0%	1	12%
COc1cccc(NC(=O)CNCc2ccccc2)c1	-8%	4%	2%	-3%	10%	-2%	2%	6%	-8	-2%
CCc1ccc(N2CC(C(=O)Nc3nccs3)CC2=O)cc1 (stereo not drawn)	-2%	1%	34%	-8%	10%	-3%	-8%	-5%	10	-3%
Cc1cc(C)n(-c2nc3c(c(=O)[nH]c(=O)n3C)n2CC(O)COc2ccccc2)n1 (stereo not drawn)	-8%	-1%	1%	-14%	3%	0%	0%	-5%	-4	-9%
CC(=O)NCCn1c(SCC(=O)NCCC(C)C)nc2ccccc2c1=O	-13%	2%	11%[7.66 µM]	10%	0%	-4%	3%	2%	9	1%
O=C(CCNC(=O)c1ccccc1Cl)Nc1nc2ccccc2s1	-1%	0%	3%	-9%	1%	0%	-11%	1%	5	-1%
COc1ccc(-c2noc(C3CCCN(S(=O)(=O)c4ccc(C)c(Cl)c4)C3)n2)cc1OC (stereo not drawn)	-1%	-2%	0%	-8%	5%	2%	-4%	10%	-3	-6%
Cc1cc(NC(=O)CSCC(=O)Nc2nc3ccccc3[nH]2)no1	-1%	6%	-20%	.	0%	-5%	.	1%	-12	.
COC(=O)c1ccc(CN2C(=O)c3ccccc3S2(=O)=O)cc1	-10%	-1%	8%	-10%	4%	3%	-1%	5%	-11	-3%
CCCc1cc(C(=O)Nc2cnn(Cc3ccc(F)cc3)c2)no1	-3%	-2%	27%	.	-3%	1%	-12%	-11%	-1	0%
COC(=O)c1ccc(Oc2cc(C)nc(NCc3ccccc3)n2)cc1	1%	-18%	3%	8%	-16%	3%	-3%	-4%	-13	7%
CCCCC1CCC(C(=O)NCC(c2ccco2)N2CCOCC2)CC1 (stereo not drawn)	.	.	.	-2%	.	7%	2%	-1%	0	18%
Cc1c(CCCN)c2ccccc2n1Cc1ccccc1	-7%	0%	-57%[inhibitor]	-12%	10%	-9%	-7%	4%	8	5%
CCOc1ccc(OCC)c(NC(=O)CN2CCN(c3cccc(C)c3)C(C)C2)c1 (stereo not drawn)	0%	-13%	-19%	-5%	-7%	13%	-10%	13%	-3	-5%
O=C(Nc1ccc(Cc2ccncc2)cc1)C1CCC(N2C(=O)C3CCCCC3C2=O)CC1 (stereo not drawn)	-8%	5%	-18%	-3%	-4%	3%	10%	4%	-5	2%
COc1cc(CN(C)CCc2ccccn2)cc(OC)c1OC	1%	1%	-2%	7%	2%	-1%	-15%	-2%	5	-11%
CCC1(CC)NC(=O)N(CC(=O)OC(C)C(=O)Nc2ccc(NC(C)=O)cc2)C1=O (stereo not drawn)	3%	1%	19%	.	5%	-3%	.	4%	-2	.
COc1ccc(CC(=O)N2CCC(c3ccccc3)C2)cc1 (stereo not drawn)	0%	2%	19%	-8%	6%	5%	1%	-4%	0	10%
COc1ccc(C(=O)NC(C)C2CC3CCC2C3)cc1 (stereo not drawn)	-1%	-1%	0%	-4%	-3%	-12%	1%	2%	3	-3%
Cc1ccc(-c2csc3nnc(SCC(=O)NCc4ccco4)n23)cc1	0%	5%	12%	-27%	-3%	0%	5%	3%	-9	-4%
COC(=O)c1[nH]c2cc(OC)ccc2c1NC(=O)CN1CCN(c2cccc(C)c2)C(C)C1 (stereo not drawn)	-4%	-19%	-11%	35%[activator]	8%	15%	7%	-3%	22	16%
COc1ccc(CN2C(=O)C(O)(CC(=O)c3c(C)n[nH]c3C)c3ccccc32)cc1OC (stereo not drawn)	-5%	0%	-5%	-1%	0%	1%	-3%	-6%	-4	-3%
C=CCn1c(=O)c2ccccc2n2c(SCC(=O)NCCc3ccccc3)nnc12	-7%	-4%	2%	-4%	-3%	8%	-8%	.	.	-2%

Bioassay records from PubChem.
